Source: PubChem BioAssay
GAA inh: alpha-glucosidase (human) inhibition | Potency, µM (titrated, usually from 76.9 µM), for the others: at the top dose activity change, negative = inhibition, hits mostly inhibitors | actives 0.005% (n = 200,000) | purified human GAA, 4-MU-alpha-glucoside fluorescence | P10253 | AID 1466;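 note: plate controls were uninhibited enzyme wells for no effect and no-enzyme background for full effect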
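Human alpha-glucosidase, 4 nM, pre-mixed with test compounds before 400 uM 4-methylumbelliferyl substrate; 20 min room temperature at pH 5.0. Fluorescence read after pH 10 stop; AC50 values from Hill-equation fits.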
GAA glycogen: alters human alpha-glucosidase cleavage of glycogen | P10253 | Potency, µM (series often up to 76.4 µM), for inactives: top-dose activity change, negative = inhibition, hits mostly inhibitors | recombinant GAA, glycogen substrate, Amplex Red glucose oxidase fluorescence | actives 0.38% (n = 300,000);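 note: 0% = full enzyme reaction and -100% = no-enzyme basal signal; the screen sought inhibitors and activators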
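qHTS, 1536-well; enzyme 4 nM final; cpd up to 77 uM; substrate bovine liver glycogen 30 ug; 50 mM citrate/phosphate pH 5.0, 0.01% Tween-20; 37 C, 40 min; Amplex Red detection 45 min RT; Hill fit → AC50.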
Tau fluor cs: counter-screen for tau fibril formation inhibitors. tau K18 P301L (four-repeat tau fragment) Alexa594 fluorescence, heparin fibrillization. Potency, µM (titrated, usually from 57.7 µM), for inactives: top-dose activity change, negative = decrease. actives 0.93% (n = 280,000). AID 1463; note: % is set by controls: 0 for no effect and ±100 for the full control effect; nearly all actives have a fitted effect of over 55% in size
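Human K18 P301L tau (15 uM unlabeled plus 0.24 uM Alexa 594-labeled, final) in 100 mM sodium acetate pH 7 was mixed with compound and 20 uM heparin and incubated 6 hr at 37 C.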
ALDH1A1 block: blocks purified human ALDH1A1 activity; P00352; Purified ALDH1A1, NADH fluorescence, propionaldehyde substrate; Potency, µM (highest dose often 75.3 µM), inactives show top-dose activity, negative = inhibition, hits mostly inhibitors; actives 7.3% (n = 220,000); AID 1030; active = well fitted inhibition curve with a large enough effect, not every such curve was filed as active; inconclusive = small, poorly fitted or top-dose-only effect, or another doubt; inactive = no such curve, though single readings can be large or run the other way;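 note: plate controls were no enzyme wells and a reference inhibitor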
Epigenetic derep: regulators of epigenetic silencing causing reporter derepression in mouse cells; AID 1865; murine LDR cells, GFP reporter derepression, 30 h; Potency, µM (titrated, usually from 53.9 µM), inactives show at the highest dose GFP activation, actives largely listed as activators; actives 0.2% (n = 280,000); note: % of control where 0% means no effect; nearly all actives have a fitted effect of over 60% in size
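GFP-positive cell count by laser-scanning cytometry (objects 20–120 um) after 30 h, 37 C compound exposure of murine LDR cells; reporter is CMV-GFP integrated at a silenced locus, inducible by HDAC or DNMT inhibitors.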
GLA spleen mod: alpha-galactosidase A (human) modulation | P06280 | human spleen homogenate, 4MU-alpha-Gal fluorescence, 40 min | Potency, µM (titrated, usually from 80 µM), inactives show at the top dose activity change, negative = inhibition, actives largely listed as inhibitors | actives 0.008% (n = 240,000);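 note: 0% = enzyme with vehicle and -100% = no enzyme basal signal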
Target sequence (P06280 32-429 limits assumed): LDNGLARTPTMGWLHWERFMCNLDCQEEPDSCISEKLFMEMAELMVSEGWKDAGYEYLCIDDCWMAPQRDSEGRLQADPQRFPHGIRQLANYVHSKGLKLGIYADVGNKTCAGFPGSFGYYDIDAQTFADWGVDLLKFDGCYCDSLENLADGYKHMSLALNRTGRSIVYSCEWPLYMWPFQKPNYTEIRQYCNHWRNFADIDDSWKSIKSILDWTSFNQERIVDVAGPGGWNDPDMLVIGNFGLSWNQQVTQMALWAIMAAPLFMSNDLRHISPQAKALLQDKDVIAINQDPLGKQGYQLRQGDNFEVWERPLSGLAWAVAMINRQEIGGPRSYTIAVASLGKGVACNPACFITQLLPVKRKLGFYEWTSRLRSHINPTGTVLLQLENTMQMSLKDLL
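Spleen homogenate 1 ug + cpd (titration) + 4-MU-alpha-D-galactopyranoside 1 mM; 37C 40 min; 50 mM citrate/phosphate pH 5.0, 0.01% Tween-20; stop pH 10; fluorescence 365/440; AC50 via Hill.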
GAA spleen mod: lysosomal alpha-glucosidase (human) modulation | Potency, µM (titrated, usually from 79.9 µM), without a hit: at the top dose activity change, negative = inhibition, most hits filed as inhibitors | actives 0.006% (n = 240,000) | P10253 | AID 2112 | human spleen homogenate, 4-MU-alpha-glucoside fluorescence;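 note: 0% = enzyme with vehicle and -100% = no enzyme basal signal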
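Human spleen homogenate (1 ug) with 4-methylumbelliferyl-alpha-D-glucopyranoside (1 mM final) in 50 mM citrate/phosphate pH 5.0, 0.01% Tween-20; 40 min at 37 C. Stopped at pH 10; 4-MU fluorescence Ex 365/Em 440 nm; AC50 by Hill fit.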
NPSR antag: blocks cAMP signaling of the human neuropeptide S receptor | Q6W5P4 | Potency, µM (series often up to 38.3 µM), inactives show at the highest dose activity change, negative = inhibition, hits mostly inhibitors | actives 1% (n = 220,000) | CHO-NPSR cells, cAMP TR-FRET, antagonist mode | AID 1461; note: % is set by controls: 0 for no effect and ±100 for the full control effect; nearly all actives have a fitted effect of over 50% in size; many of its hits are not listed in these tables
Target sequence (Q6W5P4 whole entry, looked up): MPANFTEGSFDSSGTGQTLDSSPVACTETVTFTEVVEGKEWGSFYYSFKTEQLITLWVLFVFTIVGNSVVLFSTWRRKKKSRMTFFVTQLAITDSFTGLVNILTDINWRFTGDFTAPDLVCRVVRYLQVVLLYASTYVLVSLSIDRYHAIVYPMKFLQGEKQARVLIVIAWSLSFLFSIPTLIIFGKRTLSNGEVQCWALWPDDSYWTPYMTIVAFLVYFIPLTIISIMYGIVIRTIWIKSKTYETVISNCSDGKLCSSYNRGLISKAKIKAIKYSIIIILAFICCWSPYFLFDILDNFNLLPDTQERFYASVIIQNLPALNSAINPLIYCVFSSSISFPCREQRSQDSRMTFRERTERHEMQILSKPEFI
An asterisk follows results filed as active; ? = inconclusive; . = no result given; & = joins results of further samples; [ ] = remark or other dose. Unless noted, calls come from the whole dose curve; as a rule, active = well fitted curve in the direction sought with a large enough effect; inconclusive = small, poorly fitted or top-dose-only effect, or another doubt; inactive = no such curve, though single readings can be large; an effect the other way counts as inactive or inconclusive. Potency is the fitted concentration of half-maximal effect.

SMILES	GAA inh	GAA glycogen	Tau fluor cs	ALDH1A1 block	Epigenetic derep	GLA spleen mod	GAA spleen mod	NPSR antag
C/C(=N\NC(=O)c1ccc(N(C)C)cc1)c1ccc(C)cc1C	?	-1%	1%	-12%	-3.6%	-16%	-7%	15%
Cc1nc(NC(=O)COC(=O)c2ccc(S(=O)(=O)N3CCc4ccccc4C3)cc2)c(Cl)cc1Cl	4%	9%	-10%	?	7.5%	2%	-1%	-11%
O=C(NCc1nc2ccccc2[nH]1)c1cccc(S(=O)(=O)N2CCCCC2)c1	-3%	1%	2%	7%	-1.3%	-8%	-6%	-10%
COc1ccc(N2C(=O)CCC2=O)c(OC)c1	-4%	7%	3%	11%	3.9%	8%	-1%	18%
Cc1ccc(C)c(SCC(=O)Nc2cc(C)nn2-c2ccc(F)cc2)c1	1%	15%	-15%	-1%	-0.9%	0%	-4%	-5%[46.1 µM]
Cc1nc2n[nH]c(N)c2c2c1COC(C)(C)C2	6%	-27%	-3%	4%	-0.2%	-2%	-5%	-6%[46.1 µM]
COc1ccc(CNc2nc3nc(C)cc(C)n3n2)cc1	-1%	10%	13%	9%	0.0%	7%	-13%	-6%[46.1 µM]
CCc1nc(SCC(=O)N2CCN(C(=O)c3ccco3)CC2)c2c3c(sc2n1)CCCC3	-6%	9%	-6%	28µM*	0.7%	8%	0%	?
CCCCP(=O)(CCCC)CCP(=O)(c1ccccc1)c1ccccc1	1%	0%	4%	1%	0.9%	8%	-2%	-6%[46.1 µM]
COc1ccc2c(c1)Sc1ccccc1N2	-5%	?	10µM*[quencher]	-2%	-1.4%	5%	0%	-15%
CS/C(=N\S(=O)(=O)c1cccs1)Nc1ccc(N2CCOCC2)cc1	0%	0%	-12%	?	-7.2%	-7%	2%	-23%[46.1 µM]
COc1cccc(CC(=O)N2CCc3nc(-c4ccc(OC)cc4C)c4c(c3C2)CO[C@@H](c2ccccc2)C4)c1	.	.	-1%[11.6 µM]	4µM*	.	0%[17.5 µM]	-16%[17.4 µM]	.
Cc1ccc(Cn2c(N/N=C/c3ccncc3)nc3c2c(=O)n(C)c(=O)n3C)cc1	.	?	?	.	-2.1%	3%	-2%	27%
O=C(Cn1cnc2cc([N+](=O)[O-])ccc2c1=O)Nc1ccccc1Cl	-8%	10%	-23%	2%	1.1%	-10%	0%	-18%
O=C(C(Cc1ccccc1)n1cccc1)N1CCN(c2ccccc2)CC1 (configuration not stated)	-5%	14%	-15%	-8%	-1.4%	1%	2%	-20%[46.1 µM]
COCCNC(=O)c1cc(S(=O)(=O)N(C)c2ccccc2OC)ccc1C	.	3%	-17%	.	2.5%	-8%	-7%	11%
COC(=O)c1sc(N(C)C)c(C#N)c1-c1ccccc1	.	-1%	-4%	.	-0.3%	3%	0%	8%[7.67 µM]
CCCCC1CCC(C(=O)NC2CCS(=O)(=O)C2)CC1 (configuration not stated)	6%	3%	-8%	-5%	0.0%	-3%	-3%	10%[46.1 µM]
O=C(/C=C/c1ccccc1)NC(=S)Nc1ccc(CN2CCOCC2)cc1	2%	-7%	-13%	?	-2.2%	0%	-3%	-13%
COc1ccc(C2C(C(=O)NCc3ccco3)CCC(=O)N2c2ccc(OC)cc2)cc1 (configuration not stated)	5%	3%	-7%	11µM*	-1.8%	3%	3%	-2%[46.1 µM]
COc1cc(OC)cc(C(=O)N2CCN(Cc3ccccc3Br)CC2)c1	8%	19%	0%	?	0.0%	6%	7%	2%
Cc1ccc(-n2cccc2/C=C2/C(=N)N3C(=NC2=O)SN=C3S(C)(=O)=O)cc1	-3%	3%	-6%	?	-2.1%	-4%	.	-11%
Fc1ccc2c(c1)/C(=N/Nc1ccccn1)CCS2	-1%	?	-14%	?	-3.5%	1%	7%	-17%
O=C(CN1C(=O)CSC1=O)Nc1ccccc1N1CCOCC1	9%	0%	-9%	6%	2.4%	-6%	-2%	-1%[46.1 µM]
Cc1ccc(N=Nc2ccc(O)c3ncccc23)cc1C	0%	5%	-27%	2%	-2.6%	4%	2%	-23%
O=C(CCCCn1c(=O)c2ccccc2n(CC(=O)Nc2ccc(F)cc2)c1=O)NCc1ccco1	-3%	0%	-13%	10%	-1.6%	9%	3%	14%[46.1 µM]
CN(C)S(=O)(=O)c1ccc2oc(SCC(=O)Nc3ccccc3F)nc2c1	0%	-16%	4%	10%	-0.4%	-4%	0%	6%
Cc1cc(N/N=C/c2ccccc2F)nc(NCc2ccccc2)n1	.	-14%	-19%	.	-2.3%	-4%	0%	-48%
CC1CCCCC1NC(=O)C1CCN(S(=O)(=O)c2ccc3c(c2)CCC(=O)N3)CC1 (configuration not stated)	-17%	9%	-7%	-5%	2.0%	-4%	-4%	-10%[46.1 µM]
Cc1ccc(NC(=O)c2ccc(N3C(=O)C4CC=C(Cl)CC4C3=O)cc2)cc1 (configuration not stated)	-11%	5%	-26%	?	3.1%	3%	-9%	-16%[46.1 µM]

In the list so far, these have a thiophene ring, fused or not:
SMILES	GAA inh	GAA glycogen	Tau fluor cs	ALDH1A1 block	Epigenetic derep	GLA spleen mod	GAA spleen mod	NPSR antag
CCc1nc(SCC(=O)N2CCN(C(=O)c3ccco3)CC2)c2c3c(sc2n1)CCCC3	-6%	9%	-6%	28µM*	0.7%	8%	0%	?
CS/C(=N\S(=O)(=O)c1cccs1)Nc1ccc(N2CCOCC2)cc1	0%	0%	-12%	?	-7.2%	-7%	2%	-23%[46.1 µM]
COC(=O)c1sc(N(C)C)c(C#N)c1-c1ccccc1	.	-1%	-4%	.	-0.3%	3%	0%	8%[7.67 µM]

(cont.)
SMILES	GAA inh	GAA glycogen	Tau fluor cs	ALDH1A1 block	Epigenetic derep	GLA spleen mod	GAA spleen mod	NPSR antag
CN=C1SC(C(=O)Nc2ccccc2Cl)CC(=O)N1c1ccc(OC(F)(F)Cl)cc1 (configuration not stated)	1%	2%	-9%	4%	2.1%	6%	.	-25%
O=C(NCC1(c2ccccc2)CCCC1)C(=O)NCC1(c2ccccc2)CCCC1	3%	11%	1%	0%	-1.1%	-8%	-2%	6%[46.1 µM]
O=C(CSc1nnnn1-c1ccc(F)cc1)NNC(=O)c1ccco1	.	3%	-2%	.	0.9%	-9%	-2%	11%
Cc1ccc(OCCOCCN2CCN(C)CC2)c([N+](=O)[O-])c1	0%	15%	-11%	?	-1.0%	1%	3%	-15%
COc1ccc(OCC(=O)Nc2cccc3ncccc23)cc1	0%	-2%	5%	6%	-13%	0%	2%	-14%[46.1 µM]
CCOC(=O)C(C(=O)OCC)C(Nc1ccccc1)c1ccccc1 (configuration not stated)	-5%	-4%	10%	-7%	15%	3%	2%	12%
O=C(N/N=C/c1ccccn1)c1ccc(S(=O)(=O)N2CCCCCC2)cc1	-3%	8%	-4%	-7%	-2.7%	3%	2%	0%
O=C(CSc1ncnc2c1cnn2Cc1ccccc1)Nc1ccc2c(c1)OCCO2	-11%	0%	-30%	13µM*	-11%	-4%	0%	-19%[46.1 µM]
CCOC(=O)C1(Cc2cccc(F)c2)CCN(Cc2cnc(C)s2)CC1	-5%	-2%	4%	-3%	0.3%	5%	1%	3%
O=C(CCc1ccccc1)Nc1cccnc1Cl	.	4%	-6%	.	5.7%	-2%	0%	-13%

Single values from above.
In Tau fluor cs, `Cc1ccc(OCCOCCN2CCN(C)CC2)c([N+](=O)[O-])c1` is listed with -11%
In GAA spleen mod, `CCOC(=O)C1(Cc2cccc(F)c2)CCN(Cc2cnc(C)s2)CC1` is listed with 1%
In Tau fluor cs, `O=C(N/N=C/c1ccccn1)c1ccc(S(=O)(=O)N2CCCCCC2)cc1` is listed with -4%
In GAA inh, `O=C(CSc1ncnc2c1cnn2Cc1ccccc1)Nc1ccc2c(c1)OCCO2` is listed with -11%
In GAA spleen mod, `O=C(CSc1nnnn1-c1ccc(F)cc1)NNC(=O)c1ccco1` is listed with -2%
In Tau fluor cs, `COc1ccc(OCC(=O)Nc2cccc3ncccc23)cc1` is listed with 5%

Continuation:
SMILES	GAA inh	GAA glycogen	Tau fluor cs	ALDH1A1 block	Epigenetic derep	GLA spleen mod	GAA spleen mod	NPSR antag
CC1=C(C(=O)OC(C)C)C(c2ccsc2)NC(=O)N1C (configuration not stated)	3%	7%	-5%	1%	0.6%	0%	1%	18%[46.1 µM]
O=C(CCC(=O)OCc1ccc(Cl)cc1)Nc1cccc([N+](=O)[O-])c1	-1%	-3%	-24%	-7%	-0.9%	-4%	-2%	-5%[46.1 µM]
COC(=O)c1ccccc1NC(=O)c1cccs1	-5%	7%	-3%	-6%	0.0%	3%	-4%	-15%[46.1 µM]
c1ccc2[nH]c(-c3ccnc4ccccc34)nc2c1	4%&-7%	2%&-10%	-1%&-26%	?	0.4%&2.7%	-6%&7%	-3%&-7%	9%&3%[46.1 µM]
CCc1ccc(NC(=O)N(Cc2cccnc2)Cc2ccco2)cc1	2%	-10%	-5%	-13%	2.9%	1%	7%	8%[46.1 µM]
NC(=O)CSc1nnc(Cn2c(=O)sc3ccccc32)n1-c1cccc(Cl)c1	0%	3%	-3%	2%	0.0%	6%	3%	-1%[46.1 µM]
CC(C)(C)NCCCOc1ccc(Cl)cc1C(C)(C)C	7%	-27%	-3%	26%	-1.3%	12%	6%	-48%
CCC(C)C(NC(N)=O)C(=O)Nc1ccc(S(=O)(=O)Nc2ccc(OC)cc2)cc1 (configuration not stated)	-13%	-9%	-19%	1%	0.9%	1%	-7%	-4%
Cc1sc(N)c(C(=O)c2ccccc2Cl)c1C	-13%	?	-19%	?	2.4%	-4%	4%	6%
O=c1oc2ccccc2n1CCn1c2ccccc2c2nc3ccccc3nc21	1%	-15%	-3%	-4%	0.0%	-8%	-9%	-27%[46.1 µM]
CCC(C)N(C(=O)COC(=O)/C=C/c1ccc(O)c(OC)c1)C1CCS(=O)(=O)C1 (configuration not stated)	4%	?	-9%	?	1.1%	0%	-6%	-3%

Whole records from above.
CCC(C)C(NC(N)=O)C(=O)Nc1ccc(S(=O)(=O)Nc2ccc(OC)cc2)cc1 (configuration not stated) is entered as GAA inh: -13%; GAA glycogen: -9%; Tau fluor cs: -19%; ALDH1A1 block: 1%; Epigenetic derep: 0.9%; GLA spleen mod: 1%; GAA spleen mod: -7%; NPSR antag: -4%
c1ccc2[nH]c(-c3ccnc4ccccc34)nc2c1 is entered as GAA inh: 4%&-7%; GAA glycogen: 2%&-10%; Tau fluor cs: -1%&-26%; ALDH1A1 block: ?; Epigenetic derep: 0.4%&2.7%; GLA spleen mod: -6%&7%; GAA spleen mod: -3%&-7%; NPSR antag: 9%&3%[46.1 µM]

Not all compounds are listed; the hit share may differ from the screen's.
